GalR3 antagonist = human GalR3 antagonism | O60755 | HEK293 GalR3-CNG cAMP membrane potential fluorescence; galR3 body fused to GalR1 C-terminus | inhibition, % at 3 µM | hit rate 0.44% among 360,000 | AID 651719;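 active means inhibition above the screen-wide average plus 3 SD, cut at about 13% in these data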;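 further: forskolin and galanin both at EC90 stimulate the cells; cAMP rise reported by CNG channel membrane potential dye signal; 0% = forskolin plus galanin with DMSO and 100% = forskolin alone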
Target sequence (O60755 1-299 limits assumed): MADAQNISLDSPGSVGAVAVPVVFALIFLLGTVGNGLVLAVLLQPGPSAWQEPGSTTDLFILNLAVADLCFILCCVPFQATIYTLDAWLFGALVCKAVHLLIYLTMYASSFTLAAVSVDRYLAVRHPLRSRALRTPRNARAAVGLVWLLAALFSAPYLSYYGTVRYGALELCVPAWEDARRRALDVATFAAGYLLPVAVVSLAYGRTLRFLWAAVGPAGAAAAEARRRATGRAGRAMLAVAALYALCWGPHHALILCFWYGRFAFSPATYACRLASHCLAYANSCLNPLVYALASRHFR
CRFR2-BP antag = blocks CRF-induced signaling of the CRF-BP/CRF-R2 complex; HEK293 CRF-R2/CRF-BP, CRF-induced calcium fluorescence; inhibition, % at 11.8 µM; hit rate 0.59% among 350,000;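 active means inhibition of the ligand-induced calcium signal above about 50% at the single tested concentration, limit read from the data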
Active calls of the source: *.

SMILES	GalR3 antagonist	CRFR2-BP antag
O=C1CC[C@@H](C(=O)N2CSC[C@@H]2C(=O)Nc2cccc(C(F)(F)F)c2)N1	-7	-21
COc1ccccc1-c1ccccc1C1=CC(=O)CC(C)(C)C1=O	-3	-9
Cc1cccc(NC(=O)COC(=O)c2nn(-c3ccccc3C(F)(F)F)cc2O)c1C	-3	-12
O=C(C[C@H]1C[C@@H]2c3cc(NC(=O)C4CCC4)ccc3O[C@@H]2[C@H](CO)O1)NC1CCCCC1	-5	37
C[C@@H]1CN([C@@H](C)CO)C(=O)CCCn2nncc2CO[C@@H]1CN(C)S(=O)(=O)c1ccc(Oc2ccccc2)nc1	0	-6
Cc1cccc(NC(=O)c2nc[nH]c2C(=O)NC[C@@H](C)O)c1	-6	-12
CCCc1nn2c(-c3ccccc3)nnc2o1	-3	8
CCN(CC)C(=O)C1=C(C)N(CCCN2CCCC2=O)C(=O)C(CC(=O)NCc2cccc3ccccc23)C1 (configuration not stated)	-7	-6
Cc1ccccc1C(=O)NCC(=O)OCC(=O)NNC(=O)c1ccccc1F	-5	-2
COc1ccc(C(O)c2cnc(C)n2Cc2ccccc2)cc1 (configuration not stated)	-5	15
CCCNC(=O)CSc1ccc(S(=O)(=O)N(C)C2CCCCC2)cn1	-6	11
CC(C)C1C(=O)N(Cc2cn(CCC3OCCO3)nn2)CCS(=O)(=O)N1Cc1ccc(-c2ccc(Cl)cc2)cc1 (configuration not stated)	-4	7
Cc1cc(=O)[nH]c(NN=C2CCCCC2C)n1 (configuration not stated)	-6	-4
O=c1cc(CO)[nH]nc1CO	-4	13
C[C@@H]1CCCCO[C@@H](CN(C)C(=O)c2ccncc2)[C@@H](C)CN([C@H](C)CO)C(=O)c2cc(NC(=O)Cc3ccccc3)ccc2O1	-6	-6
CCCNC(=O)N(C)C[C@@H]1Oc2cc(Br)ccc2S(=O)(=O)N([C@@H](C)CO)C[C@H]1C	-7	-14
Cc1cccc(NC(=O)CSc2nc3ccccc3c(=O)n2C)c1C	-5	23
CC(C)C1C(=O)N(Cc2cn(Cc3ccco3)nn2)CCS(=O)(=O)N1Cc1ccc(-c2ccc(Cl)cc2)cc1 (configuration not stated)	-6	-2
COc1ccc(CN2C(=O)C(CC(=O)NCCCCc3ccccc3)CC(C(=O)N(C(C)C)C(C)C)=C2C)cc1 (configuration not stated)	-8	14
COc1ccc(NC(=S)Nc2ccc(S(=O)(=O)N3CCCCC3)cc2)cc1	0	-12
O=C1c2[nH]c3ccccc3c2CC1N1C(=O)c2ccccc2C1=O (configuration not stated)	-2	-10
CCN(CC)S(=O)(=O)c1cccc(NC(=O)COC(=O)c2[nH]c(C)c(C(C)=O)c2C)c1	28*	4
C[C@H](CO)N1C[C@H](C)[C@@H](CN(C)C(=O)C2CCCCC2)OCc2cnnn2CCCC1=O	-7	-5
COc1ccc(S(=O)(=O)N2CCOCC2)cc1NC(=O)c1ccc(SC)cc1OC	-4	-8
COc1ccc(Cc2nc3ccc(C(=O)N4CCC(C(N)=O)CC4)cc3o2)cc1	-7	13
COCCN(C(=O)COC(=O)C1CC(=O)N(c2ccc(C)cc2)C1)c1c(N)n(Cc2ccccc2)c(=O)[nH]c1=O (configuration not stated)	-3	-2
CCN(C(=O)CN1C(=O)NC2(CCC(C)CC2)C1=O)C1CCCCC1 (configuration not stated)	-8	-22
COc1c(Cl)c(=O)oc2ccc(Cl)cc12	-7	-7
COc1ccccc1NC(=O)N(C)C[C@H]1Oc2cc(Br)ccc2S(=O)(=O)N([C@H](C)CO)C[C@H]1C	-5	0
COc1cc(NCCCn2cnc3c(OC)ncnc32)cc(OC)c1OC	-3	-6
O=C(Nc1ccn(CCCN2CCN(Cc3cccc4ccccc34)CC2)c(=O)n1)OCc1ccccc1	-4	-3
O[C@@H]1CN(Cc2cccs2)[C@@H](c2ccccc2)C[C@H]1n1cc(-c2ccc(F)cc2)nn1	-3	-6
COc1ccccc1C(=O)NCCCNc1nc2cc(C)cc(C)c2cc1C#N	-7	4
CC(=O)c1ccc(N2CCN(C(=O)COc3ccc4ccccc4c3)CC2)cc1	-2	-5
CC(C)COC(=O)N(C)C[C@@H]1OCc2cnnn2CCCC(=O)N([C@@H](C)CO)C[C@@H]1C	-5	-8
O=C1CSC(=S)N1N=Cc1ccc(OCc2ccccc2)cc1	-3	15
CCN(c1ccccc1)S(=O)(=O)c1ccc(C(=O)N2CCN(c3ccccc3F)CC2)cc1	-8	23
O=S1(=O)CCN(CCCCc2ccccc2)CC1	-5	2
C[C@@H]1CN([C@H](C)CO)C(=O)CCCn2nncc2CO[C@H]1CN(C)C(=O)CCC(F)(F)F	-1	-9
Cc1ccc(S(=O)(=O)N2C[C@]3(O)C[C@@H]4C(=O)N(c5ccccc5)C(=O)[C@@H]4C[C@]3(OC(=O)NC3CCCC3)C2)cc1	-1	5
CCOC(COC(=O)c1ccccc1C(=O)O)c1ccccc1 (configuration not stated)	-3	-2
Cc1cc(C)c(C(=O)COC(=O)c2cccc(S(=O)(=O)N3CCOCC3)c2)cc1C	0	-8
CCCn1c(CC)nc([N+](=O)[O-])c1Sc1ncn[nH]1	-2	9
CN(C)CCCNC(=S)N1CCC(C(=O)c2ccc(Cl)cc2)CC1	-3	13
COc1cc(NS(=O)(=O)c2ccc(C)cc2)c2c(c1N)C(=O)c1ccccc1C2=O	2	32
CCn1c(SCC(=O)Nc2ccccc2)nc2c(c1=O)SCC2	-5	5
COc1ccccc1NC(=O)Nc1ccnn1C1CCN(C(=O)C2CCOC2)CC1 (configuration not stated)	-5	2
O=C(COC(=O)c1cnccn1)NCc1ccccc1Cl	-3	5
CN[C@H]1C[C@H]2c3[nH]c4ccc(-c5ccc(OC)cc5)cc4c3CCN2C(=O)[C@H]1[C@H](C)O	-6	-19
C[C@@H]1CCCCO[C@@H](CN(C)S(=O)(=O)c2ccccc2)[C@@H](C)CN([C@H](C)CO)C(=O)c2cc(NS(=O)(=O)c3ccc(F)cc3)ccc2O1	0	21
Cc1ccc(S(=O)(=O)N2C[C@H]3N(C(=O)OC(C)C)N(C(=O)OC(C)C)C[C@H](OC(=O)Nc4cccs4)[C@@]3(O)C2)cc1	-5	-2
Cc1ccc(S(=O)(=O)c2nc(/C=C/c3ccccc3)oc2N2CCC(C(N)=O)CC2)cc1	-8	-4
COc1ccccc1CCNC(=O)C1CC(=O)N(c2ccccc2F)C1 (configuration not stated)	-2	10
CCc1cccc(C)c1NC(=O)COC(=O)CCn1c(C)csc1=O	-6	7
Cc1ccccc1-c1ccc2c(c1)O[C@@H](CN(C)C(=O)Nc1ccc(C(F)(F)F)cc1)[C@H](C)CN([C@@H](C)CO)S2(=O)=O	-8	-21
CC(C)CC1NC(=O)c2cc3ccccc3cc2-n2c1nc1ccc(Cl)cc1c2=O (configuration not stated)	-3	-29
CC(C)c1ccc(C(=O)OCC(=O)Nc2cccc(S(=O)(=O)NC3=NCCC3)c2)cc1	-8	4
CCOC(=O)N(C)C[C@@H]1OCc2cnnn2CCCC(=O)N([C@@H](C)CO)C[C@@H]1C	-2	1
COc1ccc(S(=O)(=O)N(C)C)cc1NC(=O)COc1ccc2c(c1)CCC2	-8	1
COc1ccc(NC(=O)COC(=O)c2c(NC(C)=O)sc(C)c2C)cc1	-7	6

Five entries already listed, sorted by the number in GalR3 antagonist, rising.
structure	GalR3 antagonist	CRFR2-BP antag
CC(C)c1ccc(C(=O)OCC(=O)Nc2cccc(S(=O)(=O)NC3=NCCC3)c2)cc1	-8	4
COc1ccc(Cc2nc3ccc(C(=O)N4CCC(C(N)=O)CC4)cc3o2)cc1	-7	13
Cc1cc(=O)[nH]c(NN=C2CCCCC2C)n1 (configuration not stated)	-6	-4
Cc1ccccc1C(=O)NCC(=O)OCC(=O)NNC(=O)c1ccccc1F	-5	-2
Cc1cccc(NC(=O)COC(=O)c2nn(-c3ccccc3C(F)(F)F)cc2O)c1C	-3	-12

More entries:
SMILES	GalR3 antagonist	CRFR2-BP antag
Cc1ccc(CNC(=O)CSc2nc(=O)n3ccc(C)cc3n2)cc1	1	14
Cc1cc(=O)c2ccc(NC(=O)c3ccccc3)cc2[nH]1	-5	-4
C[C@H](CO)N1C[C@H](C)[C@H](CN(C)Cc2cncnc2)Oc2cc(Br)ccc2S1(=O)=O	-5	-17
C[C@@H]1CN([C@@H](C)CO)C(=O)c2cc(Br)cnc2O[C@H]1CN(C)C(=O)CN1CCOCC1	-5	-15
O=C(NN=Cc1ccc2c(c1)CCN2)c1cccs1	-6	-29
O=C(C[C@H]1C(=O)N(c2ccccc2)C[C@@H]1Cc1ccccc1)Nc1ccc(Br)cc1	-6	-1
O=C(NCCN1CCOCC1)C1CCN(S(=O)(=O)c2ccccc2)CC1	-5	-10
C[C@H](CO)N1C[C@H](C)[C@@H](CN(C)C(=O)Nc2ccc(F)cc2)OCc2cnnn2CCCC1=O	3	2
COc1ccc(CN(C)C(=O)CNC(=O)c2sc3ccccc3c2Cl)c(OC)c1	-8	-14
COc1ccc2nc(-c3ccccn3)ccc2c1	-5	4
C#CCN(C[C@H]1[C@H](OC(=O)NCCCCCC)[C@H](OC(=O)NCCCCCC)C[C@@H](C(=O)OC)[C@H]1C(=O)OC)S(=O)(=O)c1ccc(C)cc1	2	-1
O=C(Oc1ccccc1)N1CCCCC1	-2	-12
CC1=C(C(=O)N2CCOCC2)CC(CC(=O)NCCN2CCOCC2)C(=O)N1CCC1=CCCCC1 (configuration not stated)	-6	9
O=S1(=O)N[C@@H](c2ccccc2)COc2cc(Br)ccc21	-1	3
COc1ccc(CCNC(=O)CSC2=NS(=O)(=O)c3cc(F)ccc3N2)cc1OC	-4	15
CC(=O)Nc1ccc(NC(=O)N2CCOCC2)cc1	-5	-7
CN(C(=O)COC(=O)CSc1ccccc1)c1c(N)n(Cc2ccccc2)c(=O)[nH]c1=O	-4	1
Cc1c(NC(=O)c2cccc(NC(=O)Cc3ccccc3Cl)c2)c(=O)n(-c2ccccc2)n1C	-4	24
COc1ccc(CN2CCNC(=O)C2CC(=O)N(C)C2CCCCC2)cc1OC (configuration not stated)	-7	4
CN(c1ccccc1)S(=O)(=O)c1ccc(C(=O)NCc2cccnc2)cc1	0	-14
CN1CCn2cnc(C(=O)N[C@@H](Cc3ccccc3)C(=O)OC(C)(C)C)c2C1=O	-2	2
COCOCCn1cc(CN2CCS(=O)(=O)N(Cc3ccc(-c4cccc(N(C)C)c4)cc3)C(CC(C)C)C2=O)nn1 (configuration not stated)	-2	-9
O=C(c1ccccc1)c1ccc(N2CCN(C(=O)c3ccc(F)cc3F)CC2)c(F)c1	-5	6
C[C@H](CO)N1C[C@H](C)[C@@H](CN(C)C(=O)Nc2ccccc2F)OCc2cnnn2CCCC1=O	-7	-6
C[C@H](CO)NC(=O)c1nc[nH]c1C(=O)N[C@H](C)c1ccccc1	-5	2
Cc1cccc(OC(=O)c2ccc3c(=O)n4c(nc3c2)CCC4)c1	-5	16
O=C(C[C@@H]1C[C@@H]2c3cc(NS(=O)(=O)c4ccc(F)cc4)ccc3O[C@@H]2[C@H](CO)O1)N1CCc2ccccc2C1	-8	-15
CCCNC(=O)N(C)C[C@H]1Oc2ncc(C#CCc3ccccc3)cc2C(=O)N([C@H](C)CO)C[C@H]1C	-5	-13
Cc1ccc(C=Cc2ccccn2)cc1	3	-11
Cc1ccc(S(=O)(=O)N(C)C[C@H]2Oc3ncc(Br)cc3C(=O)N([C@H](C)CO)C[C@@H]2C)cc1	-4	-10

3 compounds already listed, ordered by SMILES length, high to low.
SMILES	GalR3 antagonist	CRFR2-BP antag
O=C(C[C@@H]1C[C@@H]2c3cc(NS(=O)(=O)c4ccc(F)cc4)ccc3O[C@@H]2[C@H](CO)O1)N1CCc2ccccc2C1	-8	-15
COCOCCn1cc(CN2CCS(=O)(=O)N(Cc3ccc(-c4cccc(N(C)C)c4)cc3)C(CC(C)C)C2=O)nn1 (configuration not stated)	-2	-9
CCCNC(=O)N(C)C[C@H]1Oc2ncc(C#CCc3ccccc3)cc2C(=O)N([C@H](C)CO)C[C@H]1C	-5	-13

Other results.
SMILES	GalR3 antagonist	CRFR2-BP antag
C[C@@H]1CN([C@H](C)CO)S(=O)(=O)c2ccc(Br)cc2O[C@H]1CN(C)C(=O)Cc1ccccn1	-5	12
CN(CC(=O)Nc1ccc(Cl)c(Cl)c1)C(=O)c1ccccc1SCC(=O)N1CCCC1	-7	11
Cc1cc(C)c2c(=O)n(CC(=O)N3CCN(c4ccccc4)CC3)ccc2n1	-1	-12
O=C(NCCNC(=O)c1ccc(-c2cc(Cl)ccc2Cl)o1)c1cnccn1	1	23
Cn1ncc([N+](=O)[O-])c1C(=O)Nc1cc(Cl)ccc1Cl	-4	8
Cc1ccccc1NC(=O)Cc1nc(COC(=O)/C=C/c2ccc(F)cc2)cs1	-1	8
Cc1cc(OCC(=O)Nc2c(C(C)C)cccc2C(C)C)no1	-8	9
Cc1cccc(C)c1NC(=O)c1cc(S(=O)(=O)N2CCC3(CC2)OCCO3)ccc1F	-7	-3
CCOC(=O)C1CCN(C(=O)c2ccc3c(=O)n4nc(Nc5ccccc5)sc4nc3c2)CC1	-7	9
CC(=NNS(=O)(=O)c1ccc(C)cc1)c1ccncc1	-4	-4
CC(C)N1CC2(CC(c3ccccc3C(F)(F)F)=NO2)CN1C(=O)c1ccc(C(C)(C)C)cc1 (configuration not stated)	-7	-6
Cc1ccc(C(=O)N[C@H](C(=O)Nc2cccc(S(=O)(=O)N3CCOCC3)c2)C(C)C)cc1	-3	-10
COC(=O)C[C@H]1C[C@H]2c3cc(NC(=O)C4CCOCC4)ccc3O[C@H]2[C@H](CO)O1	-5	-8
CCOc1ccccc1CNC(=O)C1CCN(S(=O)(=O)N2CCC(C)CC2)CC1	-6	9
COc1ccc(S(=O)(=O)N(C)[C@H]2C[C@H]3c4cc(Oc5ccccc5C)ccc4CCN3C(=O)[C@H]2[C@H](C)O)cc1	3	-14
C[C@H](CO)N1C[C@H](C)[C@@H](CN(C)C(=O)Nc2ccc(F)cc2)Oc2cc(Br)ccc2S1(=O)=O	-4	-7
CCOc1ccc(C(=O)N[C@H](C(=O)NC2CCCCC2)C(C)C)cc1	-6	-8

An excerpt; count on the stated rates, not on these rows.
